KOR beta-arrestin-1: kappa opioid receptor activators – cell-based, luminescence, uHTS, primary screen (AID 1777). KOR beta-arrestin recruitment, luminescence; higher % means a stronger effect. activation, % at 10 µM, or EC50 in µM where a hit was titrated. 280,000 tested, 0.02% active; in the data active = activation above about 50%, passing the limit was not always enough; note: a part of the inactive calls stands beside numbers as strong as those of hits
GPR35 antagonists: inhibition of zaprinast-stimulated GPR35 beta-arrestin translocation – imaging, U2OS, beta-arrestin-GFP, zaprinast agonist, primary screen (AID 2058); inhibition, % at 10 µM, or IC50 in µM where a hit was titrated; 290,000 tested, 0.052% active; U2OS GPR35 beta-arrestin-GFP translocation imaging, zaprinast antagonism; higher % means a stronger effect;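 active = inhibition of at least 50% with at least 30 cells and total cytoplasm GFP at most 10,000,000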
NOD1 inhibition: NOD1 signaling inhibitors, primary screen, cell-based, luminescence, uHTS (AID 1578); 290,000 tested, 1% active; NOD1-driven NF-kB luciferase reporter cells, luminescence; higher % means a stronger effect; inhibition, % at 4 µM, or EC50 in µM where a hit was titrated; in the data active = inhibition mostly above about 36%, no sharp cut-off; inactive = mostly below about 34%;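 note: HEK-293T reporter cells stimulated with the NOD1 agonist gamma-tri-DAP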
KOR beta-arrestin-2: kappa opioid receptor blockers – cell-based, luminescence, uHTS (AID 1778); KOR beta-arrestin recruitment, luminescence, antagonist mode; higher % means a stronger effect; 290,000 tested, 0.091% active; inhibition, % at 10 µM; hits with a dose series show IC50 in µM; in the data active = inhibition above about 50%; note: strong numbers were not always called active
Siah-1 displacement: Siah-1 peptide-binding antagonists, primary screen, biochemical, fluorescence polarization, rhodamine-plectin, uHTS (AID 1817); Siah-1 / rhodamine-plectin peptide fluorescence polarization; higher % means a stronger effect; displacement, % at 20 µM, or IC50 in µM where a hit was titrated; 290,000 tested, 0.02% active;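 active = displacement of at least 50% at 20 µM, with a fluorescence ratio check between 0.3 and a set limit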;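 note: plate controls were Siah plus tracer with DMSO for no effect and tracer alone without Siah for full effect; strong numbers were not always called active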
AID2073: inhibitors of Mint1-CaV2.2 protein interaction, biochemical, HTRF (AID 2073); HTRF protein-protein interaction, Mint1-CaV2.2; higher % means a stronger effect; inhibition, % at 20 µM; hits with a dose series show IC50 in µM; 290,000 tested, 0.19% active; in the data active = inhibition mostly above about 51%, no sharp cut-off; note: some results filed as inactive read as strong as hits
GPR55 beta-arrestin: selective activators of receptor GPR55 – imaging, U2OS cells, beta-arrestin-GFP redistribution, primary screen (AID 1961); U2OS GPR55 beta-arrestin-GFP redistribution imaging; higher % means a stronger effect; activation, % at 10 µM; hits with a dose series show EC50 in µM; 290,000 tested, 0.048% active;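 active = activation above 40% with more than 50 cells counted in the well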;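 note: U2OS osteosarcoma cells stably expressing GPR55 and beta-arrestin-GFP; plate controls were DMSO negative control for no effect and LPI positive control for full effect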
HIV peptide binding: inhibitors of HIV fusion peptide binding, primary screen, biochemical, uHTS, fluorescence dequenching (AID 1986). cell-free peptide binding, fluorescence dequenching, 30 min; higher % means a stronger effect. inhibition, % at 20 µM; hits with a dose series show IC50 in µM. 290,000 tested, 0.3% active; in the data active = inhibition mostly above about 52%, no sharp cut-off; inactive = mostly below about 76%; note: some results filed as inactive read as strong as hits
GPR55 antagonists: GPR55 antagonists blocking LPI-driven arrestin recruitment, primary screen, imaging, U2OS, beta-arrestin-GFP, LPI agonist (AID 2013); 290,000 tested, 0.13% active; U2OS GPR55 beta-arrestin-GFP translocation imaging, LPI antagonism; higher % means a stronger effect; one-dose inhibition, % at 10 µM; IC50 in µM for titrated hits;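 active = spots per cell inhibited over 60%, with over 100 cells counted and total cytoplasm intensity under 500,000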;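 note: U2OS cells stably carrying GPR55 and arrestin-GFP stimulated by 5 µM LPI near EC80; imaged beta-arrestin-GFP aggregate spots per cell after agonist stimulation; plate controls were LPI-stimulated DMSO wells for no effect and DMSO wells without LPI for full effect; some results filed as inactive read as strong as hits; confirmed hits need IC50 under 10 µM and bright autofluorescent wells are also inconclusive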
Active calls of the source: *; . = no result given; [ ] = dose if it differs, or a comment.

Sample of the layout, 3 compounds:
SMILES,KOR beta-arrestin-1,GPR35 antagonists,NOD1 inhibition,KOR beta-arrestin-2,Siah-1 displacement,AID2073,GPR55 beta-arrestin,HIV peptide binding,GPR55 antagonists
CC(C)CCC(C)N=Cc1c(O)n(Cc2ccccc2)c(=O)c2ccccc12 (configuration not stated),2.2%,-14.2%,3.6%,-48.1%,1.1%,3.7%,0.0%,0.7%,21.3%
CCOc1cc2c(cc1/C=C(/C#N)c1ccc(C(=O)O)cc1)OCO2,6.6%,-12.5%,-7.2%,9.2%,-0.3%,4.3%,-0.2%,16.2%,4.4%
NC(=O)c1nsc(C(=O)N(CC(=O)NC2CCCC2)Cc2ccc3c(c2)OCO3)c1N,-2.3%,3.2%,-23.2%,-11.1%,7.2%,1.7%,0.3%,0.7%,7.7%

The whole of this part (from the top)
SMILES,KOR beta-arrestin-1,GPR35 antagonists,NOD1 inhibition,KOR beta-arrestin-2,Siah-1 displacement,AID2073,GPR55 beta-arrestin,HIV peptide binding,GPR55 antagonists
CC(C)CCC(C)N=Cc1c(O)n(Cc2ccccc2)c(=O)c2ccccc12 (configuration not stated),2.2%,-14.2%,3.6%,-48.1%,1.1%,3.7%,0.0%,0.7%,21.3%
CCOc1cc2c(cc1/C=C(/C#N)c1ccc(C(=O)O)cc1)OCO2,6.6%,-12.5%,-7.2%,9.2%,-0.3%,4.3%,-0.2%,16.2%,4.4%
NC(=O)c1nsc(C(=O)N(CC(=O)NC2CCCC2)Cc2ccc3c(c2)OCO3)c1N,-2.3%,3.2%,-23.2%,-11.1%,7.2%,1.7%,0.3%,0.7%,7.7%
O=C1Nc2ccc(S(=O)(=O)NCc3ccccn3)c3cccc1c23,-7.7%,2.5%,1.7%,14.4%,-1.1%,43.9%,0.0%,-0.6%,-11.7%
Cc1ccc(C)c(CSc2nc3[nH]ncc3c(=O)[nH]2)c1,-4.5%,-7.5%,1.2%,-20.9%,0.4%,1.2%,0.0%,2.3%,-17.1%
O=C(N/N=C/c1cnc2ccccc2n1)c1cccc(F)c1,0.7%,11.0%,-28.3%,16.7%,-2.3%,-2.4%,-0.3%,-2.4%,-4.6%
NC(=O)Cn1nnc(-c2ccc(CN3CCCCC3)cc2)n1,.,-7.0%,-25.9%,-21.5%[20 µM],6.6%,8.9%,0.2%,-0.5%,5.7%
COc1ccc(NC(=O)N/C=C/c2ccccc2)cc1,-0.2%,2.3%,-62.9%,2.9%,8.1%,-0.8%,1.0%,-1.0%,-12.1%
O=C(COC(=O)CCC1CCCC1)Nc1ccccc1OC(F)F,-0.3%,5.7%,-29.5%,16.2%,-4.0%,-6.4%,-0.4%,-1.2%,6.8%
Cc1cc(C)c2cc(CNC3CCCC3)c(Cl)nc2c1,5.1%,-3.6%,12.3%,-7.7%,-4.6%,-0.1%,0.1%,-0.3%,23.8%
CC(=O)NC(Cc1ccc(C(C)C)cc1)C(=O)NC1CCN(C(=O)c2cccc(C)c2)CC1 (configuration not stated),.,8.0%,-36.2%,6.5%[20 µM],-1.5%,2.8%,-0.1%,-0.7%,0.9%
CCOC(=O)c1c(C)n(C)c2ccc(OC)c([N+](=O)[O-])c12,.,-7.8%,-19.9%,-3.0%[20 µM],-0.7%,29.9%,-0.1%,-0.9%,6.9%
CN(C(=O)c1ccc(COc2ccccc2Br)o1)c1ccccc1,1.6%,-1.9%,-35.2%,4.9%,-3.0%,-6.6%,-0.3%,-0.3%,40.6%
CCn1cc(Br)c(C(=O)Nc2ccc(F)cc2F)n1,-1.8%,7.3%,-0.1%,2.0%,2.7%,5.4%,-0.1%,-0.5%,5.1%
Cc1ccc(S(=O)(=O)Cn2nnnc2CN(Cc2ccco2)CC2CCCO2)cc1 (configuration not stated),0.3%,-10.8%,-34.4%,10.7%,3.6%,-3.1%,0.6%,-0.8%,14.3%
O=C(NC(=O)c1ccccc1O)c1ccc2c(c1)CCO2,-1.2%,11.3%,13.5%,15.2%,2.0%,16.5%,-0.1%,-1.5%,-6.1%
COc1ccccc1NC(=O)Cc1nnc(SCC(=O)c2ccc(F)cc2)n1C,-0.7%,18.3%,-21.9%,-20.5%,1.1%,-1.4%,0.0%,-1.2%,4.7%
O=C(CC1C(=O)NCCN1C(=O)c1ccc(Cl)cc1)Nc1ccc(F)cc1 (configuration not stated),-4.3%,-0.8%,-30.6%,33.8%,4.6%,-10.6%,0.3%,-0.2%,17.1%
CN1CCCN(C(=O)CC(c2ccccc2)c2ccccc2)CC1,-1.4%,7.7%,-24.0%,28.1%,-2.7%,7.6%,-0.1%,-1.4%,7.3%
CC(C)c1ccc(/C=C/C(=O)NCCCc2ccccc2)cc1,1.7%,2.8%,-27.7%,-6.6%,2.9%,8.3%,0.1%,1.4%,3.9%
CC1=C(C(=O)N2CCN(c3cc(C)ccc3C)CC2)C2(CCCCC2)OC1=O,-1.3%,-10.7%,3.2%,7.3%,3.3%,-2.1%,0.3%,4.2%,11.6%
CCn1c(NC(=O)C(C)C)c(-c2cccs2)c(=O)c2ccccc21,0.6%,12.8%,8.9%,25.5%,-3.5%,-9.0%,-0.1%,-2.5%,17.2%
CCOC(=O)/C(C#N)=N\Nc1ccc(S(=O)(=O)Nc2nc(C)cc(C)n2)cc1,-2.3%,14.1%,8.2%,14.1%,-0.5%,3.6%,-0.2%,0.3%,-2.1%
CC(=O)Cc1nsc(NC(=O)c2ccccc2)n1,-10.1%,8.7%,15.9%,2.0%,-0.1%,14.5%,0.3%,4.3%,-0.4%
COc1ccc(-c2ccc(SCC(=O)NCC3CCCO3)nn2)cc1OC (configuration not stated),-1.5%,9.7%,0.6%,1.6%,-3.1%,-5.1%,-0.3%,-3.3%,0.1%
CCO[C@H]1OC(C(=O)NC2CC2)=C[C@@H](c2ccc(C(F)(F)F)cc2)[C@@H]1CCCO,1.3%,-20.8%,1.4%,6.4%,10.3%,-5.4%,1.0%,-0.3%,10.3%
CSc1nc(O)c(C(c2ccc(O)cc2)c2c(O)nc(SC)[nH]c2=O)c(=O)[nH]1,.,-4.6%,-9.6%,-18.0%[20 µM],-0.2%,10.7%,-0.1%,-0.2%,-22.4%
CCOCCCNC(=O)c1ccc(CS(=O)(=O)Cc2cccc(C)c2)o1,0.8%,19.4%,7.9%,-3.6%,3.1%,4.7%,-0.1%,-1.2%,-1.1%
O=C(Oc1ccc(C(=S)N2CCOCC2)cc1Br)c1cc(Cl)ccc1Cl,-0.9%,-0.9%,1.0%,15.3%,-2.1%,-23.8%,-0.1%,0.1%,7.5%
O=C(Nc1cccc(-n2cnnn2)c1)c1cccs1,-3.8%,-6.8%,8.5%,-17.4%,-3.7%,10.8%,0.2%,0.1%,-7.7%
COc1cccc(-n2c(=S)sc3c(=O)n(-c4ccccc4OC)c(=S)[nH]c32)c1,-0.5%,-13.3%,-19.3%,-3.7%,4.5%,9.8%,-0.3%,2.8%,45.2%
Cc1ccc(C2(COC(=O)C(C)C)CO2)c(OC(=O)C(C)C)c1 (configuration not stated),-3.9%,10.9%,-5.1%,17.4%,-0.1%,6.8%,0.0%,-1.6%,-8.2%

An excerpt of these results, with two lines to a compound.
Values run as follows: KOR beta-arrestin-1, GPR35 antagonists, NOD1 inhibition, KOR beta-arrestin-2, Siah-1 displacement, AID2073, GPR55 beta-arrestin, HIV peptide binding, GPR55 antagonists
O=C(N/N=C/c1cnc2ccccc2n1)c1cccc(F)c1
    0.7%, 11.0%, -28.3%, 16.7%, -2.3%, -2.4%, -0.3%, -2.4%, -4.6%
NC(=O)Cn1nnc(-c2ccc(CN3CCCCC3)cc2)n1
    ., -7.0%, -25.9%, -21.5%[20 µM], 6.6%, 8.9%, 0.2%, -0.5%, 5.7%

Next results follow.
SMILES,KOR beta-arrestin-1,GPR35 antagonists,NOD1 inhibition,KOR beta-arrestin-2,Siah-1 displacement,AID2073,GPR55 beta-arrestin,HIV peptide binding,GPR55 antagonists
Cc1ccc(NC(=O)CCS(=O)(=O)c2ccc3c(c2)NC(=O)C(C)S3)cc1Cl (configuration not stated),-4.6%,3.2%,-5.8%,-6.8%,1.3%,8.8%,-0.2%,0.4%,9.4%
O=C(COC(=O)c1c2c(nc3ccccc13)CCCCC2)c1ccc(Cl)s1,2.2%,19.5%,-10.5%,-20.3%,2.7%,19.0%,1.6%,0.3%,24.8%
CC(C)(C)NS(=O)(=O)c1ccc(NC(=O)NC2CCCCC2)cc1,8.6%,10.7%,23.2%,-4.8%,-0.2%,-1.1%,-0.1%,-3.6%,-3.5%
COc1ccc(NC(=O)CN(c2ccc(OC)c(Cl)c2)S(=O)(=O)c2ccccc2)c(OC)c1,-0.7%,-3.1%,-15.9%,-0.1%[20 µM],-3.6%,-4.3%,0.3%,1.0%,-12.2%
CCOC(=O)C(C)Sc1nnc(Cn2c(=O)sc3ccccc32)n1-c1ccccc1 (configuration not stated),0.1%,-0.4%,0.2%,-18.9%,-3.6%,-4.4%,-0.2%,-1.7%,-3.0%
COc1cccc(OCCOCCNCCO)c1,-5.4%,14.6%,-7.6%,29.8%,-2.7%,2.3%,-0.2%,2.0%,-7.1%
CC(=O)Nc1ccc(NC(=O)CN(c2ccccc2Cl)S(C)(=O)=O)cc1,0.9%,-3.5%,-2.2%,3.7%,2.3%,6.8%,-0.2%,-1.4%,-3.7%
COc1ccc(-c2cc(-c3nnc(COC(=O)CC4CC5CCC4C5)o3)c3ccccc3n2)cc1OC (configuration not stated),0.4%,-8.2%,-47.7%,11.7%,5.9%,41.4%,-0.2%,3.8%,-3.4%
CCOc1ccc(S(=O)(=O)N(C)CC(=O)NC2CCCC2)cc1,1.8%,-1.8%,-5.0%,12.3%,8.6%,5.9%,-0.1%,-0.7%,7.8%
COc1cc(C2C(C#N)=C(N)N(Nc3ccccc3)C3=C2C(=O)CC(C)(C)C3)ccc1OCc1ccccc1 (configuration not stated),-1.6%,0.1%,-2.0%,18.1%,0.1%,13.8%,-0.1%,-2.0%,28.2%
CC(=O)c1cc(F)c(N2CCN(C(=O)C(C)(C)C)CC2)cc1C,13.2%,-3.1%,12.0%,-16.5%,-4.8%,-1.8%,-0.1%,1.8%,8.9%
COC(=O)C1CCN(C(=O)c2ccc3nccnc3c2)CC1,-0.4%,-1.1%,-14.5%,5.9%,-1.1%,-1.7%,0.6%,0.6%,-3.2%
COc1cc(/C=N/NC(=O)C(=O)/C=C2\NC3(CCCC3)Cc3ccccc32)ccc1O,-5.4%,-8.3%,-5.0%,-0.5%,0.4%,16.5%,-0.2%,0.8%,29.9%
CCCNC(=O)NCc1ccc(N2CCCC2=O)cc1,-5.8%,-22.8%,12.1%,4.0%,-0.3%,0.4%,-0.1%,2.2%,7.5%

Screening results as filed in PubChem.

The list is partial, so the mix of outcomes need not match the whole.
